TrxR1 substrate – rat thioredoxin reductase 1 substrate activity; O89049; purified TrxR1 substrate turnover, NADPH consumption readout; Potency, µM (doses to about 114 µM), without a hit: at the top dose activity change, negative = substrate turnover; 390,000 compounds, 0.01% hits; AID 588456; further: potency means the concentration at half of the fitted maximal effect; on the % scale 0 is the no-effect control and ±100 the full control effect; nearly all actives have a fitted effect of over 50% in size
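Rat TrxR1, dispensed at 90 nM, was prereduced with 400 uM NADPH (final) for 5 min at ~22 deg C, then incubated with compound 15 min before 400 uM selenite. A first-read NADPH fluorescence drop versus no-compound background flagged substrates.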
rTrxR1 inhibitor – inhibitors of rat thioredoxin reductase 1; Potency, µM (top dose mostly 114 µM), for the others: at the highest dose activity change, negative = inhibition, most hits filed as inhibitors; AID 588453; 390,000 compounds, 1% hits; recombinant rTrxR1, NADPH fluorescence consumption, selenite substrate; further: potency means the concentration at half of the fitted maximal effect; on the % scale 0 is the no-effect control and ±100 the full control effect; nearly all actives have a fitted effect of over 65% in size
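Rat TrxR1 (90 nM in the dispensed reagent) was pre-reduced with 400 uM NADPH for 5 min at room temperature, then incubated with compound for 15 min. After 400 uM selenite was added, NADPH fluorescence (Ex 340/Em 450 nm) was followed for 8 min.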
LDHA inh – blocks human lactate dehydrogenase A; 480,000 compounds, 0.15% hits; AID 1347041; activity change, % (values are at about 110 or 230 µM); purified LDHA, NADH/diaphorase-resazurin fluorescence; active compounds read low; P00338; in the data active means activity change below about -30%; inconclusive means mostly about -25% to -30%;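 further: plate controls were DMSO wells for no effect and wells without enzyme for full effect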
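Human LDH5 at 2 nM final in Tris HCl pH 7.4 with 0.06 mM NADH and 0.2 mM pyruvate, reacted 5 minutes at room temperature. Remaining NADH coupled via diaphorase/resazurin; resorufin fluorescence read at 0 and 20 minutes, normalized to enzyme-free and DMSO wells.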
Vif-APOBEC3F blk – inhibitors of Vif-A3F interaction; AID 602313; 390,000 compounds, 0.2% hits; Potency, µM (series often up to 46.1 µM), inactives show at the top dose activity, negative = active; HeLa A3F-eYFP + Vif (tagged APOBEC3F with the HIV-1 protein that degrades it), YFP fluorescence increase; further: potency means the concentration at half of the fitted maximal effect; % of control where 0% means no effect; nearly all actives have a fitted effect of over 65% in size
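HeLa cells stably expressing Vif plus C-terminally eYFP-tagged A3F were seeded, incubated overnight at 37 deg C, dosed with compound, incubated overnight again at 37 deg C. Yellow fluorescence (Ex 488/Em 500-530) reported blocked Vif-mediated A3F-eYFP degradation.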
RGS4 inhibitor – blocks human RGS4-accelerated GTP hydrolysis; P49798; Transcreener GDP fluorescence polarization, RGS4-accelerated GTP hydrolysis; Potency, µM (titrated, usually from 114 µM), for the others: at the top dose activity change, negative = inhibition, most hits filed as inhibitors; 390,000 compounds, 0.039% hits; further: potency means the concentration at half of the fitted maximal effect; on the % scale 0 is the no-effect control and ±100 the full control effect; nearly all actives have a fitted effect of over 75% in size; some results filed as inactive show a strong effect at the top dose
Target sequence (P49798 whole entry, looked up): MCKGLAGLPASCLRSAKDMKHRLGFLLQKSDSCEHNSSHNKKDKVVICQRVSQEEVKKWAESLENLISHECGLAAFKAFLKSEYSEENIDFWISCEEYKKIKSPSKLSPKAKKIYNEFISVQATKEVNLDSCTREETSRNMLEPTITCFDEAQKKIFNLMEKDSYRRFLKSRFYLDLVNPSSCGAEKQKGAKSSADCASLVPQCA
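MLSMR compounds (23 nl, pin-transferred) preincubated 10 min at room temperature with a 500nM (2x) first reagent, then RGS4 at 900nM (2x) plus Transcreener GDP mix added; fluorescence polarization (620/688 nm) read before and after 90 min at 30 °C.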
Glioma ERSR ind – ER stress response induction in glioma | U87-MG GRP78 promoter luciferase reporter, 16 h | Potency, µM, for the others: at the top dose activation, most hits filed as activators | 420,000 compounds, 0.02% hits; further: potency means the concentration at half of the fitted maximal effect; series mostly up to about 76 µM; % of control where 0% means no effect; nearly all actives have a fitted effect of over 35% in size
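Stably transfected U87-MG human glioma cells carrying a GRP78-based luminescent sensor were seeded at 1000 cells/well, pin-dosed with compounds and incubated 16 h. Luciferase reagent was then added, and end-point luminescence was read after 10 min at room temperature.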
Vif-APOBEC3G blk – inhibitors of Vif-APOBEC3G interaction. Q9HC16. HeLa A3G-eYFP + Vif (tagged APOBEC3G with the HIV-1 protein that degrades it), YFP fluorescence, overnight. Potency, µM (highest dose often 46.1 µM), for the others: at the top dose activity, negative = active, actives largely listed as inhibitors. 410,000 compounds, 0.076% hits;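 further: potency means the concentration at half of the fitted maximal effect; on the % scale 0 is the no-effect control and ±100 the full control effect; nearly all actives have a fitted effect of over 60% in size; hits raise eYFP signal because A3G escapes Vif-driven loss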
Target sequence (Q9HC16 whole entry, looked up): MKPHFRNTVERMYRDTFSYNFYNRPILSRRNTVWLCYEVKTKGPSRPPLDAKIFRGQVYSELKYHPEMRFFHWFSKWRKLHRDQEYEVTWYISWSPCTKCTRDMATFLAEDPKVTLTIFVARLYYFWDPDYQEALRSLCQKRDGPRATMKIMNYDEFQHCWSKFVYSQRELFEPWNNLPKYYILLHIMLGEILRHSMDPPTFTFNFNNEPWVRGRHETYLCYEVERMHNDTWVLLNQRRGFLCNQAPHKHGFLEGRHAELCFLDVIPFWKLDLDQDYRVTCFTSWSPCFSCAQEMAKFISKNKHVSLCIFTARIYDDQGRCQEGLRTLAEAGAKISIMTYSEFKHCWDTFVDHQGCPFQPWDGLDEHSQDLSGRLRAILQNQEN
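Read-out is eYFP fluorescence (Ex 488/Em 500-530) from Vif-expressing HeLa A3G-eYFP cells; more signal means A3G escaped Vif-mediated degradation. Cells plated overnight, compound pinned in, incubated overnight at 37 deg C.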
USP1 inh – blocks the human USP1/UAF1 deubiquitinase complex; O94782; recombinant USP1/UAF1, Ub-Rhodamine cleavage fluorescence; Potency, µM (doses to about 57.1 µM), for inactives: at the top dose activity change, negative = inhibition, hits mostly inhibitors; 390,000 compounds, 0.23% hits; AID 743255; further: potency means the concentration at half of the fitted maximal effect; on the % scale 0 is the no-effect control and ±100 the full control effect; nearly all actives have a fitted effect of over 60% in size; inactives centre near -12
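Step one: compound is pinned into 1nM USP1/UAF1 in HEPES pH 7.8 buffer with TCEP. Step two: 15 min room-temperature incubation. Step three: Ub-Rho (150nM final) starts cleavage, tracked by fluorescence over six one-minute reads.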
IDH1 R132H inh – blocks human mutant IDH1 R132H enzyme | 390,000 compounds, 0.093% hits | AID 602179 | IDH1-R132H enzyme, NADPH consumption, diaphorase/resazurin fluorescence | Potency, µM (titrated, usually from 76.6 µM), inactives show at the highest dose activity change, negative = inhibition, usual class: inhibitors; further: potency means the concentration at half of the fitted maximal effect; on the % scale 0 is the no-effect control and ±100 the full control effect; nearly all actives have a fitted effect of over 65% in size
Target sequence (O75874 whole entry R132H, stated change not applied): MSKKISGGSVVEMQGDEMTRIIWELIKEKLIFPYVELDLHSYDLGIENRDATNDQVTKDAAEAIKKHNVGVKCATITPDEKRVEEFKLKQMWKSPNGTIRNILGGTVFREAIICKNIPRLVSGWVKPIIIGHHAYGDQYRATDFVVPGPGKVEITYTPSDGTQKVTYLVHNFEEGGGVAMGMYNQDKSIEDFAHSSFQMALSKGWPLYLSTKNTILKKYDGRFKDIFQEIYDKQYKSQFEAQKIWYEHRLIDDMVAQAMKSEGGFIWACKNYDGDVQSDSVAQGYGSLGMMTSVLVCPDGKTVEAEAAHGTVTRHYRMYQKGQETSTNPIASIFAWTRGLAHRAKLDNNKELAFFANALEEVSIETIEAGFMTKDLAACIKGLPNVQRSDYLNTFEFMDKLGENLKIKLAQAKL
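IDH1-R132H (0.5 ug/mL) preincubated 30 min with compound, then NADPH (0.016 mM) and alpha-KG (2 mM) added; 80 min at RT, pH 7.5. Remaining NADPH coupled via diaphorase/resazurin to fluorescence (540/590 nm); concentration-response curves normalized to no-enzyme control.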
Starred values were filed as active, the others as inactive; ? = inconclusive; nt = not tested or not shown; & = joins results of further samples; [ ] = remark or other dose. Unless noted, the call rests on the fitted dose curve; in most records, active means well fitted curve in the direction sought with a large enough effect; inconclusive means small, poorly fitted or top-dose-only effect, or another doubt; inactive means no such curve, though single readings can be large; an effect the other way counts as inactive or inconclusive. Some of the compounds tested; rates above refer to the full screens.

SMILES	TrxR1 substrate	rTrxR1 inhibitor	LDHA inh	Vif-APOBEC3F blk	RGS4 inhibitor	Glioma ERSR ind	Vif-APOBEC3G blk	USP1 inh	IDH1 R132H inh
COc1ccc(/C=N/NC(=O)c2sccc2C)c2ccccc12	21%	8%	-1	-2%	-5%	3%	5%	-13%	1%
COc1ccccc1-c1nnc(SCC(=O)Nc2ccc(Cl)cc2Cl)o1	-7%	2%	8	-7%	-3%	-5%	-3%	-1%	2%
COc1cccc2c(N/N=C/c3ccco3)cc(C)nc12	14%	13%	0	1%	-1%	8%	1%	-23%	9%
CCCCNC(=O)c1onc(CSc2cccc(OCC)c2)c1C(=O)O	-1%	10%	0	-3%	-18%	-5%	-10%	-23%	9%
COc1cccc2c1cc1c(=O)n(CC(=O)NCc3ccc(C)o3)nc(C)n12	19%	27%	-3	1%	18%	-4%	-2%	15%	-17%
O=C(N1CCOCC1)N1CCN(c2ccccn2)CC1	16%	-4%	-3	9%	18%	-3%	4%	-14%	2%
Nc1cccc(C(=O)N/N=C/c2ccsc2)c1	12%[57.1 µM]	12%[57.1 µM]	3	-1%	-20%	-1%	-24%	-5%	5%
Cn1c(NNC(=O)c2ccc(C(C)(C)C)cc2)cc(=O)n(C)c1=O	4%	28%	1	0%	14%	0%	2%	-22%	15%
CCOC(=O)N1CCN(C(c2ccccc2)c2sc3nc(C)nn3c2O)CC1 (stereo not drawn)	9%	6%	-3	-8%	-9%	-3%	-1%	-1%	1%
CC1CC(C)CN(C(=O)C(NS(=O)(=O)c2ccc(Br)s2)c2ccccc2)C1 (stereo not drawn)	-9%	-7%	-1	-8%	-12%	-4%	0%	-22%	2%
C=C1CCN([C@@H](Cc2ccccc2)C(=O)NCCCc2ccccc2)S(=O)(=O)c2ccccc21	-4%	19%	3	1%	-4%	-5%	-2%	?	-6%
CC(C)OCCCNC(=O)c1ccc(N(C)S(C)(=O)=O)cc1	-10%	-9%	6	-11%	6%	1%	-1%	5%	1%
CC1=NN(c2ccccc2)C(=O)C1(C)C	-4%	-1%	-9	-4%	13%	-1%	-1%	-8%	9%
CSc1cccc(NC(=O)C2CCN(S(=O)(=O)c3cnc[nH]3)CC2)c1	-7%	-4%	-8	-2%	-15%	2%	-2%	-2%	0%
COc1cc(C(=O)N(Cc2ccccc2)c2cccc(C)c2)ccc1OC(F)F	-3%	11%	3	-6%	-7%	-4%	0%	-14%	8%
COc1cc(-c2noc(-c3ccc(NCCc4ccccc4)c([N+](=O)[O-])c3)n2)cc(OC)c1OC	-4%	3%	-2	?	-2%	0%	4%	-16%	14%
COc1cc(OC)cc(C(=O)NC2CCCCCCC2)c1	10%[57.1 µM]	7%[57.1 µM]	-6	11%	3%	-4%	-2%	-9%	4%
Cc1ccnc(NC(=O)CCCOc2cc(=O)n(C)c3ccccc23)c1	-10%	-16%	-1&-1	-5%	5%	?	-9%&-9%	-3%	2%
COc1ccc(CNC(=O)CSc2ncc(S(=O)(=O)c3ccc(C)c(Cl)c3)c(=O)[nH]2)cc1	-4%[57.1 µM]	0%[57.1 µM]	-5	4%	-3%	-2%	-2%	-33%	-14%
COc1ccc(C(=O)Nc2nnc(C3=COCCO3)o2)cc1OC	-7%	0%	10	9%	-15%	-2%	3%	-19%	8%
COc1cc(Cl)c(C)cc1NC(=O)COC(=O)c1cc[n+]([O-])cc1	8%[57.1 µM]	21%[57.1 µM]	-4	7%	-1%	-5%	-1%	-16%	5%
CC(C)Cc1ccc(S(=O)(=O)Nc2cccnc2)cc1	1%	3%	-1	-6%	-8%	-5%	0%	0%	-1%
COc1ccccc1C(=O)N1CCN(C(=O)c2oc3c(C)c(C)ccc3c2C)CC1	nt	nt	0	-4%	nt	-6%	-19%	-27%	10%
CCOc1ccccc1C1CC(c2cccc(NS(C)(=O)=O)c2)=NN1C(=O)c1ccccc1 (stereo not drawn)	-4%	10%	1	5%	11%	-3%	-132%	-14%	-2%
CCCN(CC(=O)Nc1ccccc1OC)C(=O)c1ccc(S(=O)(=O)NCc2ccco2)cc1	-5%	15%	-6	-7%	20%	-3%	0%	-1%	5%
CC(C)(C)c1ccc(C(=O)N2CCCN(C(=O)c3ccc(C(C)(C)C)cc3)CC2)cc1	-10%	9%[57.1 µM]	-1	1%	24%	-5%	0%	-14%	-18%
Cc1ccc(CSc2nnc(-c3ccco3)n2N)cc1	26%	26%	6	10%	-28%	3%	1%	-17%	9%
C[C@@H](OC(=O)c1[nH]cnc1C(=O)N1CCc2ccccc2C1)c1ccccc1	6%[57.1 µM]	14%	-14	5%	10%	-1%	-8%	?	0%
COc1ccc(-n2nc(C(=O)NCC(=O)Nc3cccc(Cl)c3)c3ccccc3c2=O)cc1OC	-3%[57.1 µM]	3%[57.1 µM]	-7	?	?	-1%	1%	-20%	-1%
CCn1c2ccccc2c2cc(NC(=O)COC(=O)c3cccc(S(=O)(=O)NC)c3)ccc21	-7%	-1%	-2	-6%	-24%	1%	?	-23%	6%
CCOC(=O)N1CCN(C(=O)c2c(O)c3cccc4c3n(c2=O)CC4)CC1	5%	12%	-9	-2%	13%	-4%	0%	-12%	0%
O=c1onc(-c2c(F)cccc2F)n1-c1ccccc1Cl	-5%	-6%	-7	-2%	-11%	-2%	1%	-22%	3%
O=S(CCc1ccncc1)Cc1ccccc1 (stereo not drawn)	-6%	-20%	-2	10%	-7%	-3%	-3%	-7%	3%
CC(=O)C1=NN(c2ccccc2)C2(S1)S/C(=C\c1ccccc1)C(=O)N2c1ccccc1 (stereo not drawn)	-4%	-2%	-4	-2%	-4%	-1%	-2%	-18%	4%
CNC(=O)c1ccc(Nc2nnc(C)c3ccccc23)cc1	-12%	-11%	-4	1%	4%	6%	1%	-1%	4%
CC(C)CC(=O)N[C@H](C(=O)N[C@H](C(=O)N[C@@H](CC(C)C)[C@@H](O)CC(=O)N[C@@H](C)C(=O)N[C@@H](CC(C)C)[C@@H](O)CC(=O)O)C(C)C)C(C)C	6%	15%	-7	5%	?	-1%&-1%&-2%	-2%	-10%	-5%
COc1ccc(CNC(=O)OCc2nccnc2C(=O)Nc2ccc(Br)cn2)cc1	6%[57.1 µM]	18%[57.1 µM]	-4	-3%	4%[56.9 µM]	1%	3%	-4%	0%
C[C@@H]1CN([C@H](C)CO)C(=O)c2cc(NC(=O)Nc3ccc(F)cc3)ccc2O[C@@H](C)CCCCO[C@H]1CN(C)Cc1ccc(C(=O)O)cc1	nt	nt	-2	-8%	nt	-4%	-2%	-29%	13%
CCCN1C(=O)c2ccccc2CC1(C)C(=O)NC1CCCCC1 (stereo not drawn)	0%	8%	-5	nt	-5%	nt	nt	-12%	nt
COc1cccc(-c2nc(CS(=O)CC(=O)NCc3ccc4c(c3)OCO4)c(C)o2)c1 (stereo not drawn)	13%[57.1 µM]	9%[57.1 µM]	0&-3	2%	5%	-2%	0%	-14%	-6%
COc1cc2ccccc2cc1C(=O)Nc1ccccc1N1CCCC1	3%	7%	0	1%	-9%	-3%	-9%	?	2%
COCC1CCN(Cc2cn(C)nc2-c2cccc(Cl)c2)C1 (stereo not drawn)	7%[57.1 µM]	-5%[57.1 µM]	-10	-1%	-2%	-1%	-1%	-5%	3%
Cc1cccc(/C=C2\Sc3ccc(C(=O)N4CCC(C)CC4)cc3N(C)C2=O)c1	-11%	-1%	1	3%	-5%[11.4 µM]	-4%	2%	-20%	0%
COc1cccc(NC(=O)[C@@H]2CCCN2S(=O)(=O)c2cccc3cccnc23)c1	12%[57.1 µM]	15%[57.1 µM]	-2	8%	12%	-4%	-6%	-8%	-3%
CCOc1ccc(NC(=O)COc2ccc(S(=O)(=O)NC3CCCCC3)cc2)cc1	-12%	-12%	5	0%	3%	-2%	4%	-24%	-13%
Cc1ccc(Nc2c3c(nc4ncnn24)CCC3)cc1	3%[57.1 µM]	-4%[57.1 µM]	-5	-9%	-29%	1%	-3%	-16%	3%
Cc1nc2nc(SCc3nc4ccccc4[nH]3)[nH]c2cc1Br	-2%	5%	-8	-3%	4%	6%	0%	-10%	3%
O=C(CSC1=NCCS1)NC1CCCC1	-1%	2%	3	1%	-11%	3%	0%	-14%	-1%
CC1=C(C)C(O)N(Cc2ccccc2)C1=O (stereo not drawn)	7%[2.29 µM]	20%	0	-3%	-8%	-3%	0%	-7%	1%
CN(C)CC(O)COC(c1ccccc1)c1ccccc1 (stereo not drawn)	-2%	10%	-11	?	33%	-1%	1%	-8%	-3%

Screening results deposited in PubChem by National Center for Advancing Translational Sciences (NCATS).
